Screening data: PubChem BioAssay, National Center for Advancing Translational Sciences (NCATS)
TrxR1 inh: rat TrxR1 inhibition; recombinant rTrxR1, NADPH fluorescence consumption, selenite substrate; Potency, µM (highest dose often 114 µM), without a hit: top-dose activity change, negative = inhibition, most hits filed as inhibitors; 390,000 tested, 1% active; AID 588453; also: potency is read from the fitted curve at half-maximal effect; % is scaled to controls: 0 for no effect and ±100 for the full control effect; nearly all actives have a fitted effect of over 65% in size
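Rat TrxR1 (90 nM in the dispensed reagent) was pre-reduced with 400 uM NADPH for 5 min at room temperature, then incubated with compound for 15 min. After 400 uM selenite was added, NADPH fluorescence (Ex 340/Em 450 nm) was followed for 8 min.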
Vif-A3G inh: blocks the Vif interaction with human APOBEC3G; Q9HC16; HeLa A3G-eYFP + Vif (tagged APOBEC3G with the HIV-1 protein that degrades it), YFP fluorescence, overnight; Potency, µM (doses to about 46.1 µM), inactives show at the top dose activity, negative = active, most hits filed as inhibitors; 410,000 tested, 0.076% active; AID 602310;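 also: potency is read from the fitted curve at half-maximal effect; % is scaled to controls: 0 for no effect and ±100 for the full control effect; nearly all actives have a fitted effect of over 60% in size; hits raise eYFP signal because A3G escapes Vif-driven loss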
Target sequence (Q9HC16 whole entry, looked up): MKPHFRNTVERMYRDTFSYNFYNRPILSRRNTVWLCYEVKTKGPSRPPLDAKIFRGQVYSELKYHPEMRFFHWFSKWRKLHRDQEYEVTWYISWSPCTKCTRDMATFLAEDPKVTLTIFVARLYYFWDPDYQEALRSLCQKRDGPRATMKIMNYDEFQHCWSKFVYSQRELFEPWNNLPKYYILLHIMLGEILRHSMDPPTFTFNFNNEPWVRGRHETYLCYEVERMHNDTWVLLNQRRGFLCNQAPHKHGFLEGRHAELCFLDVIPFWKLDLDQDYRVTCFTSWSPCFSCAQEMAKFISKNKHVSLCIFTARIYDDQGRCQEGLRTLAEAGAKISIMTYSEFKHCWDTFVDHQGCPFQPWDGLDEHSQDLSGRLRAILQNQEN
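Read-out is eYFP fluorescence (Ex 488/Em 500-530) from Vif-expressing HeLa A3G-eYFP cells; more signal means A3G escaped Vif-mediated degradation. Cells plated overnight, compound pinned in, incubated overnight at 37 deg C.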
TrxR1 substrate: rat thioredoxin reductase 1 substrate activity; O89049; purified TrxR1 substrate turnover, NADPH consumption readout; Potency, µM (titrated, usually from 114 µM), without a hit: top-dose activity change, negative = substrate turnover; 390,000 tested, 0.01% active; also: potency is read from the fitted curve at half-maximal effect; % is scaled to controls: 0 for no effect and ±100 for the full control effect; nearly all actives have a fitted effect of over 50% in size
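Rat TrxR1, dispensed at 90 nM, was prereduced with 400 uM NADPH (final) for 5 min at ~22 deg C, then incubated with compound 15 min before 400 uM selenite. A first-read NADPH fluorescence drop versus no-compound background flagged substrates.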
mIDH1 inhibitor: human IDH1 R132H inhibition; Potency, µM (highest dose often 76.6 µM), for inactives: top-dose activity change, negative = inhibition, usual class: inhibitors; O75874; AID 602179; IDH1-R132H enzyme, NADPH consumption, diaphorase/resazurin fluorescence; 390,000 tested, 0.093% active; also: potency is read from the fitted curve at half-maximal effect; % is scaled to controls: 0 for no effect and ±100 for the full control effect; nearly all actives have a fitted effect of over 65% in size
Target sequence (O75874 whole entry R132H, stated change not applied): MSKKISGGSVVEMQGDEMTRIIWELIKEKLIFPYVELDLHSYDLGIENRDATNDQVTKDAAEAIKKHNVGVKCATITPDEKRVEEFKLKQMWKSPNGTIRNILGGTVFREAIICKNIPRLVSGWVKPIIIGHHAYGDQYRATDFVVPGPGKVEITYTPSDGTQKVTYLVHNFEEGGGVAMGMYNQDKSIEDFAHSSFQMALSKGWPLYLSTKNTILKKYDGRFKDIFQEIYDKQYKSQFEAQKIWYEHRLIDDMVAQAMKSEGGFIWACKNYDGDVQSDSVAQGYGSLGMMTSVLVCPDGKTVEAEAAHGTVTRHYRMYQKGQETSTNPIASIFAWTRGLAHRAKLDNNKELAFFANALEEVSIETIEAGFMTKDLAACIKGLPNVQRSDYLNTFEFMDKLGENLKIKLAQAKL
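IDH1-R132H (0.5 ug/mL) preincubated 30 min with compound, then NADPH (0.016 mM) and alpha-KG (2 mM) added; 80 min at RT, pH 7.5. Remaining NADPH coupled via diaphorase/resazurin to fluorescence (540/590 nm); concentration-response curves normalized to no-enzyme control.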
LDHA inh: inhibitors of human lactate dehydrogenase A; P00338; purified LDHA, NADH/diaphorase-resazurin fluorescence; stronger effect = lower value; activity change, % (values are at about 110 or 230 µM); 480,000 tested, 0.15% active; AID 1347041; in the data active = activity change below about -30%; inconclusive = mostly about -25% to -30%;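 also: plate controls were DMSO wells for no effect and wells without enzyme for full effect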
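Human LDH5 (2 nM) was incubated with 0.06 mM NADH and 0.2 mM pyruvate for 5 min at room temperature in Tris pH 7.4. Remaining NADH was coupled through diaphorase/resazurin, and resorufin fluorescence was read at 0 and 20 min.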
USP1-UAF1 inh: inhibitors of human USP1/UAF1 deubiquitinase. O94782. AID 743255. Potency, µM (highest dose often 57.1 µM), for the others: top-dose activity change, negative = inhibition, most hits filed as inhibitors. recombinant USP1/UAF1, Ub-Rhodamine cleavage fluorescence. 390,000 tested, 0.23% active; also: potency is read from the fitted curve at half-maximal effect; % is scaled to controls: 0 for no effect and ±100 for the full control effect; nearly all actives have a fitted effect of over 60% in size; inactives centre near -12
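Step one: compound is pinned into 1nM USP1/UAF1 in HEPES pH 7.8 buffer with TCEP. Step two: 15 min room-temperature incubation. Step three: Ub-Rho (150nM final) starts cleavage, tracked by fluorescence over six one-minute reads.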
GRP78 ERSR act: induces the endoplasmic reticulum stress response in human glioma cells; U87-MG GRP78 promoter luciferase reporter, 16 h; Potency, µM, without a hit: at the highest dose activation, usual class: activators; 420,000 tested, 0.02% active; AID 602332; also: potency is read from the fitted curve at half-maximal effect; series mostly up to about 76 µM; % of control where 0% means no effect; nearly all actives have a fitted effect of over 35% in size
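Stably transfected U87-MG glioma cells carrying a GRP78-based luciferase sensor; 16 h compound incubation. Luminescence end-point read 10 min after Bright-Glo addition at room temperature.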
Vif-APOBEC3F blk: Vif-A3F binding inhibition; Potency, µM (highest dose often 46.1 µM), without a hit: top-dose activity, negative = active; 390,000 tested, 0.2% active; HeLa A3F-eYFP + Vif (tagged APOBEC3F with the HIV-1 protein that degrades it), YFP fluorescence increase; also: potency is read from the fitted curve at half-maximal effect; % of control where 0% means no effect; nearly all actives have a fitted effect of over 65% in size
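HeLa cells stably expressing Vif plus C-terminally eYFP-tagged A3F were seeded, incubated overnight at 37 deg C, dosed with compound, incubated overnight again at 37 deg C. Yellow fluorescence (Ex 488/Em 500-530) reported blocked Vif-mediated A3F-eYFP degradation.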
RGS4 inhibitor: blocks human RGS4-accelerated GTP hydrolysis; P49798; Transcreener GDP fluorescence polarization, RGS4-accelerated GTP hydrolysis; Potency, µM (top dose mostly 114 µM), for inactives: top-dose activity change, negative = inhibition, actives largely listed as inhibitors; 390,000 tested, 0.039% active; AID 504845; also: potency is read from the fitted curve at half-maximal effect; % is scaled to controls: 0 for no effect and ±100 for the full control effect; nearly all actives have a fitted effect of over 75% in size; some results filed as inactive show a strong effect at the top dose
Target sequence (P49798 whole entry, looked up): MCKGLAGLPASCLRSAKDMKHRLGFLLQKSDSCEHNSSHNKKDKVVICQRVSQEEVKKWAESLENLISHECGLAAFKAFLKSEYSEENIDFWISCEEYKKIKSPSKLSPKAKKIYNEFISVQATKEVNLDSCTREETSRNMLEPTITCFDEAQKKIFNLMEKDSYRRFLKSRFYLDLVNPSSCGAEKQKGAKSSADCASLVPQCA
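MLSMR compounds (23 nl, pin-transferred) preincubated 10 min at room temperature with a 500nM (2x) first reagent, then RGS4 at 900nM (2x) plus Transcreener GDP mix added; fluorescence polarization (620/688 nm) read before and after 90 min at 30 °C.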
* hit, by the source's call; u = inconclusive; & = joins results of further samples; [ ] = another dose, or the depositor's remark. Unless noted, calls follow the shape of the dose curve; as a rule, active = well fitted curve in the direction sought with a large enough effect; inconclusive = small, poorly fitted or top-dose-only effect, or another doubt; inactive = no such curve, though single readings can be large; an effect the other way counts as inactive or inconclusive. Some of the compounds tested; rates above refer to the full screens.

item	molecule	TrxR1 inh	Vif-A3G inh	TrxR1 substrate	mIDH1 inhibitor	LDHA inh	USP1-UAF1 inh	GRP78 ERSR act	Vif-APOBEC3F blk	RGS4 inhibitor
1	COc1cc(SC)ccc1C(=O)N(Cc1ccccc1)c1ccccn1	26%[57.1 µM]	1%	7%[57.1 µM]	5%	-5	-6%	-11%	6%	-26%
2	Cc1ccc(NC(=O)CCn2nc(C)c(S(=O)(=O)N3CCCCC3)c2C)cc1Cl	1%[57.1 µM]	5%	-3%[57.1 µM]	-8%	5	6%	-4%	0%	-4%
3	O=C(c1ccc(Cl)c(S(=O)(=O)N2CCOCC2)c1)N(c1ccccn1)C1CCCCC1	27%[57.1 µM]	0%	11%[57.1 µM]	-1%	-10	-2%	-4%	1%	22%
4	CC(=O)Nc1c(-c2ccc3ccccc3c2)nc2ccccn12	-10%	0%	84%[activator]	-3%	-8	-1%	10%	0%	3%
5	O=C(Cc1ccccc1)O/N=C1\CCCc2ccccc21	13%[57.1 µM]	1%	-7%[57.1 µM]	-2%	-8	-17%	1%	-11%	12%
6	CCOc1ccc(NC(=O)Nc2ccccc2C(N)=O)cc1	-11%	1%	-10%	-7%	0	0%	0%	7%	10%
7	CCN(CC(=O)NCc1cccs1)C(=O)/C=C/c1ccc(Cl)c(Cl)c1	-3%	-7%	-1%	3%	-5	-17%	-2%	-4%	-2%
8	CCn1c(CSc2nnc(-c3ccc4c(c3)OCO4)o2)nc2cc(S(=O)(=O)N(C)C)ccc21	-5%	0%	-2%	7%	-1	-14%	-2%	-5%	-33%[56.9 µM]
9	CC(C)(C)N/N=C/c1c(O)n(-c2ccc(Cl)cn2)c(=O)c2ccccc12	-14%	1%	-7%	1%	-5	-2%	-2%	-2%	-27%
10	O=C(OCC(=O)N1CCCc2ccccc21)c1ccc(Br)o1	-5%	1%	-6%	3%	-5	5%	2%	-6%	17%
11	C=CCNC(=O)NC(=O)COC(=O)/C(C#N)=C/c1ccc(OC)cc1	-2%[57.1 µM]	-1%	5%[57.1 µM]	8%	1	-9%	-3%	3%	-8%
12	COc1ccccc1/C=N/OC(=O)c1ccc(C)cc1	16%[57.1 µM]	-1%	-6%	4%	-5	-13%	-3%	3%	15%
13	Cc1onc(-c2ccccc2)c1-c1csc(N/N=C/c2ccccc2)n1	12%	-12%	4%	-10%	-5	-23%	1%	-3%	11%
14	O=C(NNC(=O)c1ccco1)c1cccc(Br)c1	-2%	-1%	4%	-8%	-5	-20%	-2%	-1%	-7%
15	O=C(COc1ccc(Cl)cc1Cl)N(c1ccccn1)C1CCCCC1	-17%[57.1 µM]	2%	-5%[57.1 µM]	4%	-1	-14%	3%	-7%	-15%
16	COC(=O)c1ccccc1NC(=O)C1CCC(=O)N1S(=O)(=O)c1ccc(C)cc1 (stereo unspecified)	11%	0%	4%	8%	-2	-4%	-1%	10%	-9%
17	NC(=S)N/N=C/c1coc2ccc(O)cc2c1=O	-6%	-5%	-2%	-2%	4	-8%	-6%	-8%	-50%
18	CN(c1ccccc1)S(=O)(=O)c1cccc(NC(=O)CSc2nnc(N)s2)c1	21%	1%	6%	2%	1	-18%	-4%	0%	-28%
19	O=C(N/N=C/c1cc(Cl)cc([N+](=O)[O-])c1O)C1CC1	-5%	-3%	-16%	-7%	7	-9%	-5%	-4%	8%
20	O=C1NC(=S)S/C1=C\c1coc2ccccc2c1=O	-10%	-5%	-2%	-5%	-3	u	3%	-14%	-11%
21	O=C(c1cccs1)N1CCN(c2nc3c(F)cc(F)cc3s2)CC1	4%	0%	-2%	4%	1	-16%	4%	2%	-16%
22	CCn1c(=O)c2ccccc2n(Cc2cccc(C)c2)c1=O	16%[57.1 µM]	-6%	7%[57.1 µM]	6%	-5	-10%	-2%	-2%	26%
23	CC(C)N(O)C(=O)NC(C)(C)C	17%[57.1 µM]	0%	7%[57.1 µM]	1%	-3	-5%	-3%	5%	5%
24	O=c1cc(CN2CCN(c3cccc(C(F)(F)F)c3)CC2)nc2sccn12	6%	-2%	-1%	-6%	-3	-15%	-4%	2%	-16%[56.9 µM]
25	S=C(NCc1ccc2c(c1)OCO2)NCc1ccco1	14%[57.1 µM]	-1%	-2%[57.1 µM]	2%	-3	-13%	3%	9%	-31%
26	CCOC(=O)NN1C(=O)c2ccccc2NC1c1ccccc1F (stereo unspecified)	1%	1%	54%[activator]	4%	-10	5%	-4%	2%	18%
27	CCNc1nc(N)nc(Oc2ccc(OCCOc3ccccc3)nn2)n1	-1%	4%	-4%	-2%	-10	-2%	-1%	-7%	-2%
28	CC1CCc2nc(NC(=O)CSc3nc4ccccc4o3)sc2C1 (stereo unspecified)	3%	0%	-7%	0%	-1	-19%	-11%	2%	-3%
29	O=C(NCc1ccco1)c1cccc(S(=O)(=O)N2CCCCC2)c1	-55%	0%	-1%[57.1 µM]	5%	-1	-9%	-5%	-12%	-34%
30	O=C(NCc1ccccc1Cl)c1ccc2c(c1)ncn2-c1cccc(F)c1	17%[57.1 µM]	-2%	-7%[57.1 µM]	21%	-2	-1%	-7%	2%	13%
31	COCCn1c(SC(C)C(=O)NC2CCCCC2C)nc2ccccc2c1=O (stereo unspecified)	-10%	0%	-10%	4%	-3	-3%	-5%	-24%	27%
32	S=C(NC1CCCCC1)NC1CC2CCC(C1)N2Cc1ccccc1 (stereo unspecified)	3%[57.1 µM]	3%	6%[57.1 µM]	22%	-8	1%	1%	-3%	-11%
33	Cc1ccnc(-n2c(C)cc(/C=N/NC(=O)COc3cccc4cccnc34)c2C)c1	27%[57.1 µM]	-4%	14%[57.1 µM]	1%	-8	-5%	-3%	0%	-11%
34	CCC(C)(C)C1CCC2(CC1)NC(=O)N(CC(=O)N1CCN(S(=O)(=O)c3cc(C)ccc3C)CC1)C2=O (stereo unspecified)	-3%	-2%	-5%	-1%	-7	-13%	-4%	-14%	12%
35	CCCCC(=O)Nc1ncc2c(n1)CC(C)(C)CC2=O	3%[57.1 µM]	1%	7%[57.1 µM]	-3%	-3	-16%	2%	-4%	-3%[11.4 µM]
36	COc1cccc(N2CCN(C(=O)c3cc4c(=O)n(Cc5ccco5)ccc4nc3C)CC2)c1	u	-10%	6%[57.1 µM]	0%	17	-2%	-2%	-7%	u
37	O=C(Cn1c(-c2cccs2)cc2ccccc21)NCCCN1CCN(c2cccc(Cl)c2)CC1	23%	-1%	22%	-8%	1	-7%	-2%	-5%	2%
38	Cc1ccn2c(Nc3ccc4c(c3)OCO4)c(-c3ccc(O)cc3)nc2c1	27%&75%	-13%&-12%	66%&71%[activator]	-2%&-8%	6&16	-14%&-14%	2%&4%	1%&-1%	-25%&26%
39	CC1=CC(C)(C)N=C(NC#N)N1	20%	-5%	9%	-1%	1	-10%	-1%	0%	12%
40	N#CC1(NC(=O)COc2ccc(C(N)=O)cc2)CCCC1	36%[activator]	1%	4%	-3%	-3	-14%	-1%	-20%	2%
41	Oc1cccc2ccc(Nc3ccccn3)nc12	6%	u	1%	8%	15	-16%	6%	0%	-13%
42	CCN(CC)S(=O)(=O)c1cccc2cc(C(=O)O)c(O)cc12	11%[57.1 µM]	1%	-20%[57.1 µM]	10%	4	-23%	-2%	3%	-19%
43	Cc1ccc(C(=O)NCC(=O)OCc2cc(=O)n3c(C)csc3n2)cc1	6%[57.1 µM]	0%	5%[57.1 µM]	15%	-1	-15%	3%	2%	17%
44	CCOc1ccccc1C(=O)NCC(=O)NCC1CCCCC1	8%	-4%	-5%	4%	-3	-10%	-2%	-3%	-8%
45	CC(=O)c1ccc(OC(=O)CN2C(=O)c3ccccc3C2=O)cc1	-20%	1%	7%	3%	0	-21%	6%	3%	-10%
46	COc1cc(C(=O)NC(=S)Nc2ccc(Cc3ccncc3)cc2)cc(OC)c1OC	u	0%	1%	6%	-3	-16%	0%	-4%	-32%
47	CN(c1ccc(OCC(=O)OCC(=O)Nc2cccc([N+](=O)[O-])c2)cc1)S(=O)(=O)c1ccc(F)cc1	25%	0%	3%	-8%	-2	-26%	-4%	15%	10%
48	CCC1C(=O)N=C(SCC(=O)Nc2ccc(C)cc2)N(c2ccccc2)C1=O (stereo unspecified)	22%	-1%	9%	7%	-4	u	-2%	-17%	-16%
49	CCC1CCCCN1CCCNC(=O)c1c(C)oc2ncn(CC(C)C)c(=O)c12 (stereo unspecified)	16%	-5%	-1%	-11%	-19	-5%	-2%	2%	-28%
50	O=C1CC(c2cccc([N+](=O)[O-])c2)c2cc3c(cc2N1)CCC3 (stereo unspecified)	-22%	-24%	-6%	0%	3	-13%	-5%	9%	-35%
51	Cc1ccccc1NC(=O)COC(=O)CCc1c[nH]c2ccccc12	0%	5%	-6%	0%	-2	-5%	-3%	0%	16%
52	COc1ccccc1-n1c(SCC(=O)NC2CCCC2)nc2cccnc21	-2%	0%	1%	1%	-2	-15%	9%	0%	5%
53	Cc1cc2ccccc2n1CCNC(=O)c1ccc(S(=O)(=O)N2CCCCC2)cc1	0%[57.1 µM]	-5%	3%[57.1 µM]	-5%	-9	-23%	1%	-2%	-8%
